Source: PubChem BioAssay
beta cell repl – MIN6 beta-cell proliferation induction. 330,000 tested, 0.29% active. proliferation, % at 10 µM. AID 2380. MIN6 cells proliferation, ATPlite luminescence, 48 h; cells starved in 0.2% serum; 100% = growth in 10% serum;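 active means compounds whose signal lies at least 3.5 SD above the mean of all wells on their plate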;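 further: 0% = DMSO-treated cells in low-serum medium and 100% = 10% serum control; some compounds called inactive have numbers as strong as hits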
SENP8 block-1 – inhibitors of human SENP8 protease; 360,000 tested, 0.64% active; AID 602440; inhibition, % at 20 µM; recombinant SENP8, Nedd8 substrate fluorescence; Q96LD8; in the data active means inhibition mostly above about 40%, no sharp cut-off; inactive means mostly below about 27%
Target sequence (Q96LD8 whole entry, looked up): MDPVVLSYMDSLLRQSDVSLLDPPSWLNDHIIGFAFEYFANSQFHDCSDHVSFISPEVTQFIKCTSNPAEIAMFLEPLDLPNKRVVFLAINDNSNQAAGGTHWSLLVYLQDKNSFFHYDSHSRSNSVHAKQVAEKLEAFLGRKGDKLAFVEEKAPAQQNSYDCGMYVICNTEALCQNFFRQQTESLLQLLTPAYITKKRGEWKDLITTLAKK
HKDC1 inh – HKDC1 (human) hexokinase inhibition | inhibition, % at 20 µM | 340,000 tested, 0.16% active | recombinant HKDC1, G6PDH/diaphorase resazurin coupled fluorescence | Q2TB90 | AID 493160;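 active means inhibition above about 35% when tested at 20 µM, limit read from the data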;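 further: plate controls were DMSO wells with enzyme for no effect and DMSO wells lacking enzyme for full effect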
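Material: recombinant HKDC1 hexokinase; Amount: HKDC1 at 5 µg/mL; Medium: Tris pH 8.0 buffer with MgCl2, Tween-20, BSA, BME; Schedule: 90 min reaction incubation at room temperature, dark; Technique: coupled resazurin fluorescence, excitation 525 nm, emission 613 nm.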
SENP1 FRET inh – inhibitors of human SENP1 SUMO protease catalytic domain. inhibition, % at 10 µM. recombinant SENP1 catalytic domain, CyPet-SUMO1-YPet FRET cleavage. Q9P0U3. 360,000 tested, 0.21% active;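 active means inhibition at least 30% at 10 µM, raw YFP signal under a set limit, fluorescence ratio 0.5 to 1.5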;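 further: 0% = enzyme with DMSO and 100% = no enzyme wells; some results filed as inactive read as strong as hits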
Target sequence (Q9P0U3 419-644 limits assumed): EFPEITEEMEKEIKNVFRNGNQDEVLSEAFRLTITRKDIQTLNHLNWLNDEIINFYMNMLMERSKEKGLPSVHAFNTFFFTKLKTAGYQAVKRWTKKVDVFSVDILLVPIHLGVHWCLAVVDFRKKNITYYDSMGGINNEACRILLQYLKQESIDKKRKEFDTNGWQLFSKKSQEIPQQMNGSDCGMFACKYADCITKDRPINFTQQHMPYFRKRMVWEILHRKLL
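Material: hSENP1 catalytic domain, recombinant; medium: Tris pH 8 with BME, BSA, NP40 and catalase; compound: single concentration of 10 µM compound, 0.5% DMSO final; technique: FRET read of cyan and yellow fluorescence; timing: 50 min enzyme reaction, room temperature, light-protected; reagent: SFCypet-SUMO1-SFYpet substrate at 25 nM; control set: no-enzyme low, enzyme-DMSO high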
PfGluPho inh – PfG6PD (Plasmodium falciparum) enzyme inhibition | PfGluPho enzyme, NADPH resazurin-diaphorase fluorescence | inhibition, % at 20 µM | 350,000 tested, 0.78% active | AID 504690;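 active means inhibition reaching at least a set limit at 20 µM in the primary screen, cut at about 59% in these data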;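 further: 0% = DMSO wells with substrate and 100% = DMSO wells lacking glucose-6-phosphate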
SENP8 block-2 – SENP8 protease inhibition. Q96LD8. inhibition, % at 10 µM. purified SENP8, Z-RLRGG-aminoluciferin cleavage, luminescence. 330,000 tested, 1.2% active. AID 2540; in the data active means inhibition above about 50%
UBC13 inh – human UBC13 polyubiquitination inhibition; UBC13 polyubiquitin chain formation, TR-FRET; 330,000 tested, 0.47% active; inhibition, % at 20 µM; P61088; AID 485273; in the data active means inhibition above about 45%, passing the limit was not always enough; inconclusive means no clear call, values can overlap the other calls
Target sequence (P61088 whole entry, looked up): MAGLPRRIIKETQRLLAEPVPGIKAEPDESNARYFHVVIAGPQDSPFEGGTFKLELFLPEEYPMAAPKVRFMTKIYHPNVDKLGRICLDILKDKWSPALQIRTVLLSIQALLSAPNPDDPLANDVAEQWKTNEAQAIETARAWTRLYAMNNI
SENP7 inh – inhibitors of human SENP7 protease | Q9BQF6 | recombinant SENP7, Z-RLRGG-aminoluciferin luminescence, 40 min | inhibition, % at 5 µM | 330,000 tested, 1.5% active;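 active means inhibition above about 50% at the single test dose, limit read from the data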;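 further: plate controls were DMSO with enzyme for no effect and no enzyme buffer wells for full effect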
Target sequence (Q9BQF6 706-1050 limits assumed): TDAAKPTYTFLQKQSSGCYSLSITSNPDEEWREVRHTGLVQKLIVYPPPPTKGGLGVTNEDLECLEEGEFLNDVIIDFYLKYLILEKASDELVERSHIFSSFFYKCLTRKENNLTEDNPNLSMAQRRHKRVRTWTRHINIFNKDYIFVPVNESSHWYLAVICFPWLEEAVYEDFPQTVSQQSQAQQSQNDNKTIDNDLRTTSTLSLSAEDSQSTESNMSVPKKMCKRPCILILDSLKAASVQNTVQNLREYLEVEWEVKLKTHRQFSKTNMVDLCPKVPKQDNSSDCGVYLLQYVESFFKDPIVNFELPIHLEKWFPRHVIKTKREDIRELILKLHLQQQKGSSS
SENP6 block – blocks the human protease SENP6. inhibition, % at 10 µM. 330,000 tested, 1.8% active. Recombinant SENP6 catalytic domain, aminoluciferin luminescence;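 active means inhibition above about 50% at the single tested dose, limit read from the data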;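 further: plate controls were DMSO wells with enzyme for no effect and DMSO wells lacking enzyme for full effect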
* = called active by the depositor; i = inactive; ? = inconclusive; . = not tested or not shown.

SMILES	beta cell repl	SENP8 block-1	HKDC1 inh	SENP1 FRET inh	PfGluPho inh	SENP8 block-2	UBC13 inh	SENP7 inh	SENP6 block
Cc1cc(C(=O)O)c(C)n1Cc1ccncc1	-3	0	-4	1	-4	-3	3	11	4
CCCOc1ccc(Cn2ccnc2)cc1[N+](=O)[O-]	0	18	-2	-1	-5	3	-5	7	0
CC1=C(/C=C/C(C)=C/C=C/C(C)=C/C(=O)O)C(C)(C)CCC1	0	0	-6	-4	-15	-6	-23	-7	-12
CC(C)CN(C(=O)C1CC1)c1c(N)n(Cc2ccccc2)c(=O)[nH]c1=O	2	-9	-1	-3	14	-3	-2	5	-14
Cc1c(C(=O)Nc2cc(S(=O)(=O)N3CCOCC3)ccc2N2CCOCC2)oc2ccccc12	-1	-52	-3	0	-3	-3	20	5	9
O=C(Cc1c(Cl)cccc1Cl)N1CCN(S(=O)(=O)c2cccs2)CC1	2	-11	-3	-2	1	-17	-8	-11	-19
CC(C)c1ccc(N(CC(=O)NC2CCCCC2)C(=O)CCC(=O)Nc2ccccn2)cc1	-4	20	4	3	9	-2	-1	-5	2
Cc1ccc(NC(=S)NCCc2ccccc2)c(C)c1	0	12	-7	2	-12	-2	10	-4	-6
CN(C)C=Nc1nonc1-c1ncn[nH]1	-3	24	-6	3	1	5	-2	-3	8
CCOCCCNC(=O)C(c1ccc(C)cc1)N(Cc1ccc2c(c1)OCO2)C(=O)CNC(C)=O (stereo not given)	-2	20	-3	3	-21	-13	-17	0	-1
CCOC(=O)C(CC)(CCC(=O)O)c1csc(Nc2ccc(C)cc2)n1 (stereo not given)	-3	5	4	4	-14	4	1	2	-8
Cc1cccc(C(=O)Nc2ncc(CN3CCOCC3)s2)c1	2	-6	-8	1	-7	-8	-11	20	2
O=C1CC/C=C\C[C@@H](CC(=O)N(CCO)Cc2ccccc2)C(=O)N[C@H](Cc2ccccc2)CO1	-1	4	-7	0	-11	-16	-9	-12	-19
S=C(NCCc1ccccc1)NC1CC2CCC(C1)N2Cc1ccccc1 (stereo not given)	0	10	-5	1	2	-6	4	-1	-22
Clc1ccc(-c2nnc(-c3ccccc3Cl)o2)cc1	-3	6	17	2	22	50*	14	87*	83*
CN1CCN(C(=O)c2cnn3c(C(F)(F)F)cc(-c4cccs4)nc23)CC1	0	-370	-10	-47	6	-4	4	-8	-12
Cn1c(Cc2nc(-c3cnccn3)no2)nnc1SCC(=O)Nc1ccccc1	2	-8	-4	-8	-15	-11	4	7	-36
CC1Cc2ccccc2N1C(=O)c1cc2sccc2n1Cc1ccccc1 (stereo not given)	-2	19	6	-16	18	-4	1	6	-3
COC(=O)CSc1nnc(-c2ccccc2O)n1-c1ccc(C)cc1	1	-7	-1	0	-2	6	4	14	22
Cc1[nH]c2ccccc2c1/C=N/NC(=O)C1CC1(c1ccccc1)c1ccccc1 (stereo not given)	-3	-26	-5	21	18	-4	5	8	-6
CCOc1ccc(/C=C2\SC(=S)N(CCC(=O)N(CCO)c3ccccc3)C2=O)cc1	-4	20	6	-16	15	-5	-20	4	9
COc1cc2c(C#CCO)c(-c3ccc(C#N)cc3)oc(=O)c2cc1OC	-1	i	11	-22	-8	3	14	1	-2
CC(=O)c1cc2c(cc1NC(=O)C1CN(C(C)=O)c3ccccc3O1)OCO2 (stereo not given)	-1	-498	-4	-13	10	-9	-7	-15	-20
Cc1ccc(C(=O)NCC(=O)OC(C)C(=O)Nc2ccc(N(C)C)cc2)s1 (stereo not given)	4	6	6	2	21	-9	-18	-1	-19
C[C@@H]1COC(=O)CCC/C=C\C[C@@H](CC(=O)N(CCO)Cc2ccccc2)C(=O)N1	4	4	-8	-1	2	-8	4	6	0
COc1ccc(S(=O)(=O)N(CCc2ccccc2)CC(=O)O)cc1OC	-2	1	-10	3	-9	-1	1	0	-41
CCN(C(=O)COC(=O)c1ccc2ccccc2n1)c1c(N)n(Cc2ccccc2)c(=O)[nH]c1=O	2	16	4	0	-6	5	-2	8	-3
Cc1ccc(S(=O)(=O)Nc2nc3ccccc3nc2NCc2ccco2)cc1	-1	-288	6	-28	-11	-6	-23	-17	-5
CCCOc1ccc(N2C(=O)CC(N3CCC(C(=O)OCC)CC3)C2=O)cc1 (stereo not given)	2	5	-4	3	11	-5	1	1	0
O=C(CCNS(=O)(=O)c1ccc(F)c(Cl)c1)NCc1ccccc1F	-3	12	-7	2	3	-7	-16	-11	-24
O=C1NC(CCc2ccccc2)C(=O)N1Cc1ccccc1Cl (stereo not given)	0	6	-3	2	-9	-13	-4	-3	0
CCN(CC)CCN(C(=O)c1ccc2c(c1)CCCC2)c1nc2ccc(C)cc2s1	-7	1	7	0	20	-1	8	-8	15
Cn1c(N)c(C(=O)Nc2ccc(-c3ccccc3)cc2)sc1=S	-3	29	0	1	49	-2	6	4	-11
CC1CCN(c2ccc(-c3cccc(NC(=O)C(F)(F)F)c3)nn2)CC1	-7	-108	4	1	8	49	-1	4	40
CN(CC(=O)Nc1ccc(F)c(F)c1F)C(=O)CCc1nc2sc3c(c2c(=O)[nH]1)CCCC3	-1	-70	4	-44	4	-3	10	0	6
Cc1ccccc1-c1nc(-c2cccnc2)no1	0	7	0	2	-2	36	-12	53*	60*
O=C(Nc1ccc(-n2ccc(C(F)(F)F)n2)cc1)Nc1cccc(Cl)c1	-4	19	.	1	.	-5	4	7	13
COc1ccc(OCc2nc(N)nc(Nc3cccc(C)c3C)n2)cc1	1	13	-4	1	-6	-16	-9	-6	-27
O=C(NCCCCc1ccccc1)c1cccc(NC(=O)c2ccccc2)c1	.	3	-1	0	10	.	.	.	.
Cc1cc(-c2cc(-c3ccc(Cl)cc3)on2)nc(NCC2CC2)n1	-3	i	-3	2	6	-2	17	-2	-12
CC(Sc1nnnn1C)C(=O)NC1CCCC1 (stereo not given)	-4	2	-6	3	4	-9	0	0	-2
Cc1ccc(C2CN(CCC(N)=O)C(=O)CO2)cc1 (stereo not given)	-2	0	2	-1	9	0	0	8	-8
C#CCNC(=O)/C=C/c1ccc(C)cc1	-5	2	-2	1	7	-32	-13	-2	14
COc1cccc(N/C(SCc2ccccc2C)=C(/C#N)C(=O)NCc2cccs2)c1	-3	2	1	-1	4	-6	-6	3	-7
Cc1ccc(C(=O)N2CCN(C(=O)c3ccc(C)cc3)C2)cc1	-2	6	-2	1	-4	5	2	-4	10
C=C[C@@](C)(O)CC[C@@H]1[C@@]2(C)CCCC(C)(C)[C@@H]2CC[C@@]1(C)O	3	30	1	2	28	0	14	0	10
CCOC(=O)Cn1c(C)c(Br)c(COC)c(C#N)c1=O	-4	-8	-3	-13	2	-11	2	-6	-28
Cc1ccc(Cl)cc1NC(=O)COC(=O)CC(C)(C)C	-6	18	0	0	7	3	-9	-1	-6
CC(C)[C@H](NC(=O)c1ccc(Br)cc1)C(=O)NC1CCCCC1	0	-9	-2	-4	2	-8	2	7	-7
CCCn1c(SC(C)C(=O)N2CCOCC2)nc2ccc(Br)cc2c1=O (stereo not given)	-1	8	-1	1	-3	-10	3	4	-32
O=C(Cn1cc([N+](=O)[O-])cn1)N1CCCc2ccccc21	5	11	-5	0	-1	-8	4	3	-3
COc1cc(-c2nc(-c3ccc(NC(=O)c4ccc5c(c4)OCO5)cc3)no2)cc(OC)c1OC	-5	-17	0	-15	2	14	9	2	43
CC1=CS/C(=C(/C#N)C(=O)NCc2ccco2)N1c1ccccc1	1	16	-3	-3	3	5	-11	1	2
Cc1cccc(N2CCN(C(=O)c3cn4ccccc4n3)CC2C)c1 (stereo not given)	-3	2	-3	1	4	-1	-3	-11	10
CCC(C)C1/C=C\CC(NC(=O)OCC2c3ccccc3-c3ccccc32)CC(=O)N1Cc1ccccc1 (stereo not given)	.	2	13	0	3	.	.	4	.
COc1ccc(CNC(=O)CCC(=O)Nc2ccc(Cl)cc2)cc1	0	-5	-5	-12	3	1	2	-3	7
COc1ccc(OC)c(C(=O)NC(CC(N)=O)c2ccc(NCCN3CCCC3)c([N+](=O)[O-])c2)c1 (stereo not given)	2	-9	0	0	-5	-1	-16	-6	-4
Cc1cccc[n+]1C1C(c2ccccc2)C(C#N)=C(C(=C=[N-])C#N)NC1(O)C1CC1 (stereo not given)	-6	-410	27	-24	-3	4	?	3	1
O=C(c1ccco1)N1CCN(Cc2ccc(F)cc2Cl)CC1	-2	13	-6	1	-1	-3	-11	5	8
N#Cc1c(NC(=O)c2ccc(Br)o2)n(-c2ccccc2)c2nc3ccccc3nc12	-5	-429	25	-35	-13	93*	-28	77*	14

At a glance, some entries already given.
SMILES	beta cell repl	SENP8 block-1	HKDC1 inh	SENP1 FRET inh	PfGluPho inh	SENP8 block-2	UBC13 inh	SENP7 inh	SENP6 block
COc1ccc(CNC(=O)CCC(=O)Nc2ccc(Cl)cc2)cc1	0	-5	-5	-12	3	1	2	-3	7
COc1ccc(OC)c(C(=O)NC(CC(N)=O)c2ccc(NCCN3CCCC3)c([N+](=O)[O-])c2)c1 (stereo not given)	2	-9	0	0	-5	-1	-16	-6	-4
Cc1cccc[n+]1C1C(c2ccccc2)C(C#N)=C(C(=C=[N-])C#N)NC1(O)C1CC1 (stereo not given)	-6	-410	27	-24	-3	4	?	3	1
O=C(c1ccco1)N1CCN(Cc2ccc(F)cc2Cl)CC1	-2	13	-6	1	-1	-3	-11	5	8
N#Cc1c(NC(=O)c2ccc(Br)o2)n(-c2ccccc2)c2nc3ccccc3nc12	-5	-429	25	-35	-13	93*	-28	77*	14

Next section.
SMILES	beta cell repl	SENP8 block-1	HKDC1 inh	SENP1 FRET inh	PfGluPho inh	SENP8 block-2	UBC13 inh	SENP7 inh	SENP6 block
COc1ccc(CSc2nnc(CNS(C)(=O)=O)o2)cc1	-3	0	-4	3	-3	4	4	0	-22
Cc1noc(C)c1COc1cccc(C(=O)Nc2ccc(OCc3ccccc3)cc2)c1	-1	26	5	0	-3	16	2	34	57*
CCCOc1ccc(N2C(=O)CC(N(CCc3ccc(S(N)(=O)=O)cc3)C(C)=O)C2=O)cc1 (stereo not given)	-3	12	-1	2	-4	-12	-12	-4	-13
CCOC(=O)c1cnc(N)nc1C(F)(F)F	-1	-15	-3	4	4	-1	6	8	10
CCN(CC)CCNC(=O)C(=O)Nc1cc2c3c(c1)CCN3C(=O)CC2	-3	8	-3	0	-9	-11	-12	4	-12
Cc1cccc(NC(=O)CSc2nnc(-c3ccncc3)n2C)c1	0	10	15	1	10	-7	0	1	-3
CCN1CCN(S(=O)(=O)CC2(C)C3CCC2(C)C(=O)C3Br)CC1 (stereo not given)	0	8	0	1	5	-10	-14	-5	-20
NNC(=O)COc1cccc2cccnc12	-2	4	3	1	4	-3	6	1	-3
CCCCC1=NN(C(=O)c2ccco2)C(O)(C(F)(F)F)C1 (stereo not given)	-4	16	4	-1	-19	1	5	-8	-5
O=C(/C=C/c1ccc2c(c1)OCO2)NCCSCc1ccc(Cl)cc1Cl	-3	-218	6	0	15	-3	-1	-4	-17
CCc1ccc(NC(=O)C2CCN(S(=O)(=O)c3ccc4c(c3)CC(C)N4C(C)=O)CC2)cc1 (stereo not given)	-6	14	-2	0	27	-1	9	6	-3
COc1ccc(C)cc1NS(=O)(=O)c1ccc2c(c1)N(C(C)=O)CCO2	-6	3	1	2	-3	18	0	5	7
